CHO-K1 Ca ag: counter-screen for M1 agonists: effect in parental CHO-K1 cells. Fluo-8 calcium fluorescence; scaled to maximal ATP response, vehicle zero. activation, % at 3 µM. hit rate 0.48% among 360,000. AID 602248; in the data active = activation above about 15%;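 note: untransfected CHO-K1 host cells lacking M1 receptor as counterscreen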
CHO-K1 Ca antag: nonselective inhibitor or artifact in parental CHO-K1 cells | ATP-induced calcium, Fluo-8 fluorescence | inhibition, % at 3 µM | hit rate 0.6% among 360,000 | AID 602250;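 active = inhibition above a per-plate cutoff, the plate's mean sample inhibition plus 3 SD, cut at about 24% in these data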;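 note: 0% = DMSO plus EC80 ATP and 100% = DMSO alone without ATP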
CHRM5 agonist: agonists of human muscarinic M5 receptor (CHRM5); P08912; CHO-K1 hM5 cells, Fluo-8 calcium fluorescence; 0% DMSO wells, 100% maximal acetylcholine response; activation, % at 3 µM; hit rate 0.19% among 360,000;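 active = activation above the run's mean over test compounds plus 3 SD, cut at about 23% in these data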;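 note: signal is peak over basal fluorescence ratio across the kinetic read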
Target sequence (P08912 whole entry, looked up): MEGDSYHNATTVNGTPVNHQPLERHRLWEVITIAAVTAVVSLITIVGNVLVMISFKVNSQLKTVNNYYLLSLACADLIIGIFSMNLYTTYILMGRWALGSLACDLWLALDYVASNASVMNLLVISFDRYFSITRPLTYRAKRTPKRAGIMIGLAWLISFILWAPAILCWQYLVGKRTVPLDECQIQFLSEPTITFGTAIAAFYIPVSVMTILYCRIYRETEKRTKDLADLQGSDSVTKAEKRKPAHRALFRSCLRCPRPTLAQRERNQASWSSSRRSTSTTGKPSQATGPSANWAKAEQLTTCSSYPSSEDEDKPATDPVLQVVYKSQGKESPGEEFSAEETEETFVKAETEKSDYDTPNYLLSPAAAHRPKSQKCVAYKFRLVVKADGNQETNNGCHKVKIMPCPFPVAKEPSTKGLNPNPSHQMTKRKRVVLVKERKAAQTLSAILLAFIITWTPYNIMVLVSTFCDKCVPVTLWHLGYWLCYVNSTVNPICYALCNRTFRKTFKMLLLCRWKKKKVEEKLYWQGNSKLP
CHRM4 antagonist: antagonists of human muscarinic M4 receptor (CHRM4). P08173. CHO-hM4 cells, ACh EC80, Fluo-8 calcium fluorescence. inhibition, % at 3 µM. hit rate 0.73% among 360,000. AID 624125;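 active = inhibition above its plate's cutoff, the mean inhibition of sample wells plus 3 SD, cut at about 27% in these data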;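 note: 0% = acetylcholine EC80 with DMSO and 100% = DMSO without agonist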
Target sequence (P08173 whole entry, looked up): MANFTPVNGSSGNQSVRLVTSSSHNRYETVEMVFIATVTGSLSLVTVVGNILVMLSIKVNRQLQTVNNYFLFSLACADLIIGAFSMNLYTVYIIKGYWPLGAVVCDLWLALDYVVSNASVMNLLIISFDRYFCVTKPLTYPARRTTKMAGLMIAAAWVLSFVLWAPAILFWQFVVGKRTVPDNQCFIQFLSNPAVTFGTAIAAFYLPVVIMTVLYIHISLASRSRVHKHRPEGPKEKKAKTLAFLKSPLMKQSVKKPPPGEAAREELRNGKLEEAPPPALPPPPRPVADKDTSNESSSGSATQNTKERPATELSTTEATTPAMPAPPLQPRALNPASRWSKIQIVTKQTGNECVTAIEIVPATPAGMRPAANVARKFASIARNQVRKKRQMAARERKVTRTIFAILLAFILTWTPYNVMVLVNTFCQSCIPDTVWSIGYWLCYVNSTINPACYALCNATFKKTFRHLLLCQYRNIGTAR
CHRM4 agonist: CHRM4 agonism in calcium assay; hit rate 0.14% among 360,000; P08173; activation, % at 3 µM; CHO-K1 hM4/Gqi5, Fluo-8 calcium fluorescence; vehicle 0%, full acetylcholine response 100%; AID 624127;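 active = activation above the run mean over all test wells plus 3 SD, cut at about 32% in these data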;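 note: peak over basal fluorescence ratio per well then scaled between controls; 0% = DMSO wells and 100% = acetylcholine at EC100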
M1 PAM parental: counter-screen for M1 PAMs: effect in parental CHO-K1 cells | ATP EC20, Fluo-8 calcium fluorescence; 0% at ATP EC20, 100% at ATP max | activation, % at 3 µM | hit rate 0.02% among 360,000 | AID 602247;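 active = activation above the run cutoff, the mean activation of all test compounds plus 3 SD, cut at about 40% in these data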;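 note: peak over basal fluorescence ratio in a 140 s read after ATP addition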
M5 PAM: potentiates acetylcholine response at human M5 receptor | P08912 | CHO-K1 hM5, Fluo-8 calcium, ACh EC20 PAM; 0% = ACh EC20, 100% = ACh EC100 | activation, % at 3 µM | AID 624038 | hit rate 0.3% among 360,000;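 active = activation above the run cutoff, the mean activation of all test compounds plus 3 SD, cut at about 18% in these data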
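system = human M5 receptor in CHO-K1 cells | reagent = EC20 acetylcholine as agonist stimulus | compound dosing = single-point, 3 µM nominal | incubation = Fluo-8 loading 80 min at 37 °C plus 30 min room temperature | detection = Fluo-8 calcium dye fluorescence, kinetic read | benchmarks = low control EC20 acetylcholine (0%), high control EC100 acetylcholine (100%)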
M5 antag: antagonists of human muscarinic M5 receptor (CHRM5). CHO-hM5 cells, Fluo-8 calcium fluorescence, ACh EC80. inhibition, % at 3 µM. hit rate 0.59% among 360,000;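 active = inhibition above a per-plate cutoff, the mean of that plate's test compounds plus 3 SD, cut at about 27% in these data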;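 note: 0% = acetylcholine EC80 with DMSO and 100% = DMSO without agonist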
M4 PAM: positive allosteric modulators of human muscarinic M4 receptor. CHO-K1 hM4/Gqi5, Fluo-8 calcium fluorescence, ACh EC20; 0% = ACh EC20, 100% = maximal ACh. activation, % at 3 µM. P08173. hit rate 0.4% among 360,000;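 active = activation above its plate's cutoff, the mean activation of sample wells plus 3 SD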; note: some results filed as inactive read as strong as hits
Starred values were filed as active, the others as inactive.

Below each SMILES: CHO-K1 Ca ag	CHO-K1 Ca antag	CHRM5 agonist	CHRM4 antagonist	CHRM4 agonist	M1 PAM parental	M5 PAM	M5 antag	M4 PAM
#1 Cn1c(=O)c2c(nc(SCCN3CCCCC3)n2Cc2ccccc2)n(C)c1=O
→ 0.2	-8	-7	28*	-1	9	-7	5	-20
#2 O=C(O)c1csc(-c2cccs2)n1
→ 6.7	-10	0	-11	1	11	4	-4	2
#3 CSc1nc2ccc(S(N)(=O)=O)cc2s1
→ 0.0	5	-1	8	1	4	2	12	15
#4 Cc1nn(Cc2cccc(C(=O)Nc3ccn(Cc4ccccc4)n3)c2)c(C)c1[N+](=O)[O-]
→ -0.1	11	3	1	1	-13	6	-11	2
#5 CCN(CC)c1ccc(/C=N\NC(=O)c2cccc3cc[nH]c23)cc1
→ 0.8	2	1	4	1	-8	-3	6	-16
#6 CCn1c(SCC(=O)NCc2ccccc2)nc2c(c1=O)SC(C)C2 (stereo unspecified)
→ -0.2	32*	0	2	-1	-9	-3	2	-5
#7 COc1ccc(OCc2nnc(SCC(=O)O)n2N)cc1
→ 0.5	-2	0	1	0	10	7	-5	2
#8 O=C(NCc1cccnc1)c1ccc(=O)oc1
→ 0.1	-2	-3	2	0	0	4	-3	4
#9 CN1C(=O)C(CC#N)(C2(CC#N)C(=O)N(C)c3ccccc32)c2ccccc21 (stereo unspecified)
→ 0.4	-3	1	15	0	11	-6	13	-6
#10 CC(C)(CN1CCCN(CC(C)(C)C(=O)O)C1=O)C(=O)O
→ 0.2	-6	0	3	0	4	1	-2	-5
#11 O=C(Nc1cccc(-c2nc3ncccc3o2)c1)c1cc2ccccc2o1
→ 2.5	26*	-2	-3	8	-4	-13	11	-8
#12 Cc1ccc(S(=O)(=O)N2CCOC2CNC(=O)C(=O)NCCCN2CCOCC2)cc1 (stereo unspecified)
→ 0.3	-5	-6	-6	0	-15	14	-13	8
#13 O=C(Cc1ccsc1-c1ccccc1)NO
→ -0.1	-6	-4	-3	2	19	5	-8	10
#14 Cc1ccc(S(=O)(=O)NCCC(=O)NCc2ccccn2)cc1
→ 0.5	-3	-3	2	-1	12	-6	16	7
#15 Cc1ccc(S(=O)(=O)NCC(c2cccnc2)N2CCN(Cc3ccccc3)CC2)cc1 (stereo unspecified)
→ 0.9	-8	-4	-5	3	18	0	-1	7
#16 CCN(CC(=O)Nc1cccc(OC)c1)C(=O)c1ccc(C)s1
→ 0.0	-4	1	-2	0	13	4	-4	15
#17 O=C(CSc1nc(-c2ccc(F)cc2)cs1)NCC1CCCO1 (stereo unspecified)
→ -0.6	-4	-1	-4	2	-8	4	9	2
#18 Cc1ccc(/C=N/NC(=O)C(C)Oc2ccccc2[N+](=O)[O-])s1 (stereo unspecified)
→ 0.2	-7	-4	1	0	0	-5	-1	-1
#19 NNC(=O)c1cccc(COc2ccc(Br)cc2)c1
→ 0.1	-10	0	-8	1	16	6	-5	-1
#20 COc1ccc(NC(=O)C2CCN(C(=O)c3ccc(OC)cc3)CC2)cc1
→ 0.0	7	7	-5	0	-1	0	2	-1

Pulled by compound from the entries so far:
Below each SMILES: CHO-K1 Ca ag	CHO-K1 Ca antag	CHRM5 agonist	CHRM4 antagonist	CHRM4 agonist	M1 PAM parental	M5 PAM	M5 antag	M4 PAM
#10 CC(C)(CN1CCCN(CC(C)(C)C(=O)O)C1=O)C(=O)O
→ 0.2	-6	0	3	0	4	1	-2	-5
#4 Cc1nn(Cc2cccc(C(=O)Nc3ccn(Cc4ccccc4)n3)c2)c(C)c1[N+](=O)[O-]
→ -0.1	11	3	1	1	-13	6	-11	2

(next part)
Below each SMILES: CHO-K1 Ca ag	CHO-K1 Ca antag	CHRM5 agonist	CHRM4 antagonist	CHRM4 agonist	M1 PAM parental	M5 PAM	M5 antag	M4 PAM
#21 CC(C)CC(NC(=O)OC(C)(C)C)C(=O)NC(C(=O)NC(C)C(N)=O)C(C)C (stereo unspecified)
→ 0.0	-2	2	-6	1	-8	-5	4	2
#22 CCc1ccc2[nH]c(=O)c(CN(Cc3ccccc3OC)C(=O)Nc3ccccc3OC)cc2c1
→ -0.1	-11	-1	-9	0	31	2	-6	6
#23 C[C@]12CC[C@@H]3c4ccc(O)cc4CC[C@H]3[C@@H]1CC[C@@H]2OC(=O)CCC1CCCC1
→ -0.1	-10	1	-4	0	11	3	-7	-1
#24 CCOc1[nH]n(-c2ccc(Cl)cc2)c(=O)c1C=Nc1ccc(OC)cc1
→ 0.9	-15	-1	2	0	29	5	-5	4
#25 CC(=O)c1ccc(Sc2ccc(C(C)=O)cc2)cc1
→ 1.6	-3	-3	1	3	14	-2	-1	-1
#26 COc1cc(C2C(C#N)=C(N)N(Nc3ccccc3)C3=C2C(=O)CC(C)(C)C3)ccc1OCc1ccccc1 (stereo unspecified)
→ 1.5	-3	-2	5	2	5	-3	2	6
#27 COc1ccc(CCC(=O)Nc2ccc(OC)c(S(=O)(=O)N3CCCCC3)c2)cc1OC
→ 3.2	-2	5	1	7	4	-4	8	2
#28 CN(CC(=O)Nc1ccccc1Cl)C(=O)COC(=O)c1cc(S(=O)(=O)N(C)C)ccc1N1CCCC1
→ -0.2	-10	3	-8	2	-11	1	4	14
#29 COc1ccc2sc(N(CCCN(C)C)C(=O)c3ccc(C(=O)c4ccccc4)cc3)nc2c1
→ 7.8	-5	-4	-14	9	11	-2	0	6
#30 Cc1ccc(C(=O)NC2CCN(S(=O)(=O)c3ccccc3F)CC2)cc1
→ 1.1	-1	-1	-15	1	15	12	-18	-3
#31 O=C(Nc1nc(-c2ccc(F)cc2)cs1)c1ccc(N2C(=O)CCC2=O)cc1
→ 6.8	-2	18	-20	19	8	-3	3	-3
#32 COCCN(Cc1cc2ccc(C)cc2n2nnnc12)Cc1nnnn1C(C)(C)C
→ 0.1	-2	0	0	1	3	0	-6	3
#33 CN(C(=S)Oc1ccc(C(=O)Nc2ccccc2)cc1)c1ccccc1
→ 3.0	-11	-4	8	1	9	-10	2	-2
#34 C/C(=N/NC(=O)c1ccccn1)c1c[nH]c2ccccc12
→ 1.2	-13	3	-17	1	18	1	-1	8
#35 COCC1CCCN(C(=O)c2ccc3oc(Cc4ccc(Cl)cc4)nc3c2)C1 (stereo unspecified)
→ 4.0	-6	-1	-7	7	4	-2	2	-1
#36 CCn1c(SCc2nc3sc(C(=O)O)c(C)c3c(=O)[nH]2)nc2ccccc21
→ 0.6	-11	1	7	1	11	-2	-8	6
#37 CC1Cc2ccccc2N1c1ncnc2nc[nH]c12 (stereo unspecified)
→ 0.8	-1	-2	-13	3	-2	-7	1	-3
#38 O=C(CN1CCN(Cc2ccccc2)CC1)c1ccc(Br)cc1
→ -0.1	-4	1	7	0	-2	-5	-2	-10
#39 O=C(CSc1ccc(-c2cccnc2)nn1)c1ccc([N+](=O)[O-])cc1
→ 0.3	-8	-2	-2	0	2	1	2	-22
#40 O=C(/C=C/c1cccs1)Nc1ccc(N2CCOCC2)c(S(=O)(=O)Nc2cc(Cl)ccc2Cl)c1
→ -0.6	10	2	0	0	-8	1	0	22
#41 CN(CC(=O)Nc1ccc(F)cc1)C(=O)COC(=O)c1nc(Cl)ccc1Cl
→ 0.1	10	2	-6	0	5	3	0	5
#42 CCOC(=O)c1c(C)[nH]c(C)c1C(=O)CSc1nc2ccccc2n1CCOC
→ 1.7	1	-2	-3	5	13	-5	4	-3
#43 CCOc1ncccc1C(=O)Nc1ccc2c(c1)OCO2
→ 3.8	-13	5	1	16	12	-1	1	-8
#44 COc1ccc(NC(=O)c2cc(C3CCCCN3C(=O)c3ccc(Cl)cc3)on2)c(C)c1 (stereo unspecified)
→ 2.0	-2	0	-3	7	-13	-4	-4	-3
#45 COc1ccc(Br)cc1CN1CCN(Cc2c[nH]c3ccccc23)CC1
→ 2.6	-5	-7	17	4	-1	-17	21	-14
#46 O=C(O)CCCC(=O)OCCc1cc2ccccc2c(=O)o1
→ 3.0	-5	3	7	1	3	0	9	5
#47 O=C(C1CCN(c2nnc(-n3cccc3)s2)CC1)N1CCOCC1
→ -0.1	1	2	-9	1	-2	2	-4	12
#48 Cc1csc(NC(=O)Cc2ccc(Br)cc2)n1
→ 1.9	-4	2	1	1	14	3	2	1
#49 COC(=O)/C=C1\N/C(=N\c2nc(C)cc(C)n2)N(c2ccccc2)C1=O
→ -0.1	-3	3	2	0	-2	3	3	-1
#50 O=C(CSc1cccc(C(F)(F)F)c1)Nc1nnc(C2CC2)s1
→ 0.5	-26	2	3	0	14	-5	7	4
#51 CC1(C(=O)NCCCNc2ncc(C(F)(F)F)cc2Cl)C=CCN1C(=O)c1ccccc1 (stereo unspecified)
→ 0.5	-17	-1	-2	3	19	7	4	5
#52 O=C(NCc1ccc(Cl)cc1)C1CCC(CNc2c(N3CCOCC3)c(=O)c2=O)CC1 (stereo unspecified)
→ 0.9	-11	5	4	1	18	6	-3	1
#53 O=C(CNC(=O)c1cccnc1)N/N=C/c1cccnc1
→ 1.1	-14	1	-7	2	23	-2	2	1
#54 CC1(C)CC(=O)C2=C(C1)N(c1ccc(F)cc1)C(=O)CC2c1cccnc1 (stereo unspecified)
→ -0.2	-19	2	-7	0	26	-6	4	2
#55 NC(=O)N1CCc2ccccc21
→ -0.3	-10	-2	2	0	13	1	-6	-5
#56 CC(C)Oc1cc(NC(=O)CS(=O)CC(=O)N(C)C)c(Cl)cc1Cl (stereo unspecified)
→ 0.1	-3	-2	-7	-1	14	1	-3	9
#57 CC1CN(C(=O)c2ccccc2)C(=Nc2cccc(S(=O)(=O)N(C)C)c2)S1 (stereo unspecified)
→ 1.4	-2	-1	3	1	9	-3	4	-4
#58 Cc1ccc(NC(=O)C2C3CC4OC(=O)C2C4C3)cc1Cl (stereo unspecified)
→ -0.1	-10	-1	-17	2	12	-5	-2	8
#59 O=C1NCN(CCO)CN1
→ 0.2	3	0	5	0	0	4	0	-4
#60 CCOc1ccc(NC(=O)c2ccccc2OCC(=O)c2ccc(C)cc2)cc1
→ 0.5	-8	0	2	0	22	1	-3	4
#61 COCCOC1CCN(C(=O)C2CCC(=O)N(Cc3cccc(F)c3)C2)CC1 (stereo unspecified)
→ -0.1	-9	-4	1	0	16	2	3	0
